# RXFP1 antag: RXFP1 (human) relaxin receptor antagonism. 0.59% of 350,000 active. HEK293-RXFP1, relaxin-stimulated cAMP HTRF, 30 min; hits give low values. activity change, negative = inhibition, % at 57.5 µM. Q9HBX9. AID 1259400;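 active = activity change of -60% or lower, but not beyond a set lower limit; inconclusive = change between -60% and -40%, or beyond the set limit; inactive = change above -40%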; also: % is scaled to controls: 0 for no effect and ±100 for the full control effect
# POLI inh: blocks human DNA polymerase iota activity; Pol iota fluorescent replication assay, 10 min; Potency, µM (highest dose often 115 µM), inactives show at the highest dose activity, negative = inhibition, usual class: inhibitors; 1% of 390,000 active; AID 588590; also: potency is read from the fitted curve at half-maximal effect
#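 Fluorescent replication assay read twice, at 0 min and 10 min after adding 50 nM (final) substrate. Enzyme (10 nM) and compounds were first incubated 15 min at room temperature; enzyme-free buffer wells were negative controls.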
# Pol eta inh: blocks human DNA polymerase eta activity | Q9Y253 | recombinant Pol eta, fluorescent DNA replication assay | Potency, µM (highest dose often 114 µM), for inactives: at the top dose activity change, negative = inhibition, actives largely listed as inhibitors | 1.2% of 390,000 active; also: potency is read from the fitted curve at half-maximal effect; % is scaled to controls: 0 for no effect and ±100 for the full control effect
# Target sequence (Q9Y253 whole entry, looked up): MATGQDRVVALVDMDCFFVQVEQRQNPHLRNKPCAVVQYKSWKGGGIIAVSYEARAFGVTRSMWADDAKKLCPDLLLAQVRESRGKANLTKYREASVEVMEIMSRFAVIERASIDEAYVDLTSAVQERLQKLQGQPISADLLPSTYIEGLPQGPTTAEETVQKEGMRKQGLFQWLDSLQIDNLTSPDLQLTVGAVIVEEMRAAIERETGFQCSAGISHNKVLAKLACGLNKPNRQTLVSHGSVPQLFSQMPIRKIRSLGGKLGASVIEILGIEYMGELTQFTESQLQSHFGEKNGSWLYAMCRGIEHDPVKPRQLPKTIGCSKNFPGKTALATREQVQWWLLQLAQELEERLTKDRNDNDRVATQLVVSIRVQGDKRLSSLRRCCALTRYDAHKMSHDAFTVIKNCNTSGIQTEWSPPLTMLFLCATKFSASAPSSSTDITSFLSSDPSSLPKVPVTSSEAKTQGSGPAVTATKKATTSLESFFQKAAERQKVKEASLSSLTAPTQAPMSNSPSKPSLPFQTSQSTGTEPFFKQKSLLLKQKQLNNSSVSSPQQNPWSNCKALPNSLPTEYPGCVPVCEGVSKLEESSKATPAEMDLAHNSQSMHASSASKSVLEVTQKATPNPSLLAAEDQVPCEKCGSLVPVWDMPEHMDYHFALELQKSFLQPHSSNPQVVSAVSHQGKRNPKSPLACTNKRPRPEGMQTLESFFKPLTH
#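 Fluorescent replication assay: 50 nM final substrate added after a 15 min room-temperature compound preincubation with 10 nM enzyme. Signal taken at 0 min and again at 10 min.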
# POLB inh: blocks human DNA polymerase beta activity; P06746; Pol beta primer extension/strand displacement, fluorescence kinetic; Potency, µM (highest dose often 114 µM), without a hit: at the top dose activity change, negative = inhibition, actives largely listed as inhibitors; 1.3% of 340,000 active; also: potency is read from the fitted curve at half-maximal effect; % is scaled to controls: 0 for no effect and ±100 for the full control effect
#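 Curves were derived by four-parameter Hill fits of normalized qHTS data. The kinetic fluorescent primer-extension read was taken at 0 and 10 min after 50 nM substrate, following a 15 min room-temperature preincubation of 10 nM enzyme with compounds.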
# POLK inh: blocks human DNA polymerase kappa activity. Q9UBT6. purified Pol kappa, fluorescent DNA synthesis assay, 10 min. Potency, µM (doses to about 107 µM), inactives show top-dose activity, negative = inhibition, hits mostly inhibitors. 0.53% of 400,000 active. AID 588579; also: potency is read from the fitted curve at half-maximal effect; % is scaled to controls: 0 for no effect and ±100 for the full control effect
#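 50 nM final substrate added after 15 min RT preincubation of 10 nM Pol kappa with compound; fluorescence read at 0 and 10 min.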
# Tb PGK inh: blocks T. brucei phosphoglycerate kinase; P07378; PGK/GAPDH coupled, Kinase-Glo luminescence, 60 min; 0.043% of 380,000 active; Potency, µM (highest dose often 57.5 µM), inactives show at the top dose activity change, negative = inhibition, most hits filed as inhibitors; also: potency is read from the fitted curve at half-maximal effect; % is scaled to controls: 0 for no effect and ±100 for the full control effect; nearly all actives have a fitted effect of over 60% in size
#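 Luminescent ATP detection (Kinase-Glo Plus) follows a 60-minute room-temperature incubation, with wells lacking PGK as controls. Buffer: 100 mM TEA (pH 7.6), 5 mM MgCl2, 0.01% Tween-20. Coupling enzyme GAPDH (100 nM final) supplies unstable 1,3-BPG in-well.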
# APEX1 inh: APE1 (human) endonuclease inhibition | recombinant APE1, TAMRA/BHQ-2 abasic DNA cleavage fluorescence | Potency, µM (titrated, usually from 65.8 µM), for inactives: top-dose activity change, negative = inhibition, most hits filed as inhibitors | 0.35% of 350,000 active;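 also: potency is read from the fitted curve at half-maximal effect; plate controls were vehicle for no effect and reference inhibitor for full effect; nearly all actives have a fitted effect of over 55% in size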
#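 APE1 at 0.75 nM preincubated 15 min at room temperature with compound. Reaction then started with 50 nM double-stranded THF-abasic substrate labelled with TAMRA/BHQ-2, and 525/598 nm fluorescence read kinetically. Activity taken as third-minus-first read difference, normalized to DMSO and NSC13755 controls.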
# BLM inh: blocks DNA unwinding by human BLM helicase; recombinant BLM DNA unwinding, fluorescence dequenching; Potency, µM (top dose mostly 56.1 µM), for the others: at the highest dose activity change, negative = inhibition, most hits filed as inhibitors; 0.2% of 350,000 active; AID 2528;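 also: potency is read from the fitted curve at half-maximal effect; plate controls were vehicle for no effect and no enzyme for full effect; nearly all actives have a fitted effect of over 35% in size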
# Anesthetic bind: binds horse apoferritin like a general anesthetic; apoferritin/1-aminoanthracene competitive binding, fluorescence; Potency, µM (titrated, usually from 77.5 µM), inactives show top-dose activity change, negative = displacement, actives largely listed as inhibitors; 0.074% of 350,000 active; also: potency is read from the fitted curve at half-maximal effect; % is scaled to controls: 0 for no effect and ±100 for the full control effect; nearly all actives have a fitted effect of over 20% in size
# Target sequence (P02791 2-175 limits assumed): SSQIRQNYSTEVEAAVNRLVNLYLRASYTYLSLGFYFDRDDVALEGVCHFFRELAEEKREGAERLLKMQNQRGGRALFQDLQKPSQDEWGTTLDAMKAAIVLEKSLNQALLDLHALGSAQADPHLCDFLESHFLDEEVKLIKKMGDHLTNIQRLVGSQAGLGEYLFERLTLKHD
#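 Horse-spleen apoferritin (10 uM) in 50% saturated 1-aminoanthracene in PBS was incubated 10 min at room temperature with compound. Fluorescence (ex 380, em 535 nm) was normalized to free and bound 1-AMA, with concentration-response fitted by a four-parameter Hill equation.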
# * hit, by the source's call; i = inactive; ? = inconclusive; . = not tested or not shown; & = joins results of further samples; [ ] = dose if it differs, or a comment. Unless noted, calls follow the shape of the dose curve; as a rule, active = well fitted curve in the direction sought with a large enough effect; inconclusive = small, poorly fitted or top-dose-only effect, or another doubt; inactive = no such curve, though single readings can be large; an effect the other way counts as inactive or inconclusive.
# Start of the listing, in advance:
SMILES,RXFP1 antag,POLI inh,Pol eta inh,POLB inh,POLK inh,Tb PGK inh,APEX1 inh,BLM inh,Anesthetic bind
CC1CCCC(NC(=O)c2ccc3c(SCC(=O)O)c4c(nc3c2)CCC4)C1C (stereo not drawn),4,6%,1%,-1%,-4%,-7%,3%,-1%,-1%
CC(C)Cn1c(-c2csc3ccccc23)n[nH]c1=S,-2,6%,-7%,22%,-16%,-3%,19%,-13%,?
CC(Sc1ccccc1)C(=O)N/N=C/c1cccnc1 (stereo not drawn),5,190%[activator],-12%,?,-3%,-10%,-1%,-9%,-2%
COc1ccc(NC(=O)c2ncn(-c3ccccc3)n2)cc1Cl,-5,11%,-18%,0%,7%,-9%,.,-3%,0%
O=C(c1ccc(Cl)cc1[N+](=O)[O-])N(Cc1ccccc1)Cc1ccccc1,.,.,.,2%,.,.,-3%,-6%,-18%
O=C1OCCN1C(=O)[C@H]1[C@H](c2ccc(F)cc2)C(c2ccc(F)cc2)=NN1c1ccc(Br)cc1,.,-10%,-19%,-26%,-14%[60.1 µM],-2%,?,-13%&-8%,419%&25%[activator]
COC(=O)c1ccc(NS(=O)(=O)c2ccc3[nH]c4c(c3c2)CCCC4)cc1,0,19%,-9%,-6%,-20%,8%,.,-12%,0%
COC(=O)c1c(-c2ccc(S(C)(=O)=O)cc2)sc2ccc(OC)cc12,.,21%,-25%,.,-8%,-8%,-9%,.,.
O=C(C1=NN(c2ccccc2)C(=O)CC1)N1CCc2ccccc2C1,3,37%[activator],-6%,?,8%,-1%,27%,-3%,-12%
Nc1nnc(SCC(=O)OCC(=O)Nc2ccc(Br)cc2F)s1,1,67%[activator],-8%,-6%,-6%,-5%,-6%,-4%,-6%
CC(C)[C@H]1COC(c2cc(Cl)cc(Cl)c2)=N1,.,.,.,.,-1%,.,-1%[120 µM],-2%[120 µM],-23%[163 µM]

# Results, from the first entry:
SMILES,RXFP1 antag,POLI inh,Pol eta inh,POLB inh,POLK inh,Tb PGK inh,APEX1 inh,BLM inh,Anesthetic bind
CC1CCCC(NC(=O)c2ccc3c(SCC(=O)O)c4c(nc3c2)CCC4)C1C (stereo not drawn),4,6%,1%,-1%,-4%,-7%,3%,-1%,-1%
CC(C)Cn1c(-c2csc3ccccc23)n[nH]c1=S,-2,6%,-7%,22%,-16%,-3%,19%,-13%,?
CC(Sc1ccccc1)C(=O)N/N=C/c1cccnc1 (stereo not drawn),5,190%[activator],-12%,?,-3%,-10%,-1%,-9%,-2%
COc1ccc(NC(=O)c2ncn(-c3ccccc3)n2)cc1Cl,-5,11%,-18%,0%,7%,-9%,.,-3%,0%
O=C(c1ccc(Cl)cc1[N+](=O)[O-])N(Cc1ccccc1)Cc1ccccc1,.,.,.,2%,.,.,-3%,-6%,-18%
O=C1OCCN1C(=O)[C@H]1[C@H](c2ccc(F)cc2)C(c2ccc(F)cc2)=NN1c1ccc(Br)cc1,.,-10%,-19%,-26%,-14%[60.1 µM],-2%,?,-13%&-8%,419%&25%[activator]
COC(=O)c1ccc(NS(=O)(=O)c2ccc3[nH]c4c(c3c2)CCCC4)cc1,0,19%,-9%,-6%,-20%,8%,.,-12%,0%
COC(=O)c1c(-c2ccc(S(C)(=O)=O)cc2)sc2ccc(OC)cc12,.,21%,-25%,.,-8%,-8%,-9%,.,.
O=C(C1=NN(c2ccccc2)C(=O)CC1)N1CCc2ccccc2C1,3,37%[activator],-6%,?,8%,-1%,27%,-3%,-12%
Nc1nnc(SCC(=O)OCC(=O)Nc2ccc(Br)cc2F)s1,1,67%[activator],-8%,-6%,-6%,-5%,-6%,-4%,-6%
CC(C)[C@H]1COC(c2cc(Cl)cc(Cl)c2)=N1,.,.,.,.,-1%,.,-1%[120 µM],-2%[120 µM],-23%[163 µM]
O=C(O)CNC(=O)c1ccc(Sc2ccccc2)c([N+](=O)[O-])c1,-6,77%[activator],-6%,69%,-16%,-10%,3%,0%,-9%
N#CC1=C(N)Nc2nc3ccccc3n2C1c1ccc(F)cc1 (stereo not drawn),2,-3%,-11%,43%[activator],-17%,-1%,2%,-3%,-2%
COC(=O)Nc1ccc(S(=O)(=O)N2CCC(C(=O)N(C)C3CCCCC3)CC2)cc1,-7,84%[activator],-3%,15%,-11%,i,-5%,-5%,-17%
COc1ccc(/C(C)=N/Nc2ccc(F)cc2F)c(O)c1,-16,131%[activator],-12%,0%,-3%,-9%,0%,-5%,-3%
COc1cc(C(=O)NCCCN2CCCC2=O)cc(Br)c1OCc1ccccc1,3,-10%,-7%,.,-21%,1%,-12%,.,.
COc1ccc(NC(=O)CN(C)C(=O)c2c(-c3ccccc3Cl)noc2C)cc1,-12,27%,-12%,.,-4%,-7%,-3%,.,.
COc1cc2c(cc1OC)CN(C(=O)c1ccc(Cl)c(S(=O)(=O)N3CCCC3)c1)CC2,-6,-5%,-5%,.,0%,-8%,17%,.,.
O=C1CC(N2CCN(Cc3ccccc3)CC2)C(=O)N1c1ccc2c(c1)OCCO2 (stereo not drawn),-10,-10%,-8%,0%,5%,-5%,5%,0%,5%
CCOC(OCC)c1cc2ccccc2cn1,.,41%[activator],-17%,.,4%,-1%,-4%,.,.
CC1Cc2ccccc2N1S(=O)(=O)c1cccc(C(=O)NCCCO)c1 (stereo not drawn),-6,-18%,-5%,3%,1%,-6%,-10%,-2%,-11%
Nc1cc(N2CCCCC2)c([N+](=O)[O-])cc1Cl,-7,-18%,-21%,30%,-6%,-11%,0%,1%,-3%
COc1cccc(CNC(=O)C(Cc2ccccc2)NS(=O)(=O)c2ccc3c(c2)CCN3C(C)=O)c1 (stereo not drawn),-5,-5%,-9%,-21%,-4%,-2%,.,-4%,-7%
O=C(OCC(=O)N1CCCc2ccccc21)c1cc(Cl)ccc1O,3,31%[activator],-24%,32%,-3%,7%,4%,-13%,-5%
Cc1ccc(S(=O)(=O)N2CCN(C(=O)COc3ccc(Br)cc3)CC2)cc1,-5,-8%,-24%,.,-4%,i,-1%,.,.
Cc1ccc(-c2nc(N3CCOCC3)sc2C(=O)N2CCCCC2)cc1,-8,4%,-20%,1%,-2%,1%,2%,0%,-11%
CCC(C)C(=O)Nc1ccccc1N1CCN(c2ccc(F)cc2)CC1 (stereo not drawn),-39,88%[activator],-29%,-1%,0%,2%,24%,-6%,-8%
CCC1CN(C(=O)NCc2ccc(F)cc2)c2cc(C)ccc2O1 (stereo not drawn),-2&-12,-10%&-2%,-14%&-20%,-10%&-17%,2%&-3%,-8%,38%,-8%&-13%,?
Cc1c(Cl)cccc1NC(=O)Nc1cnccn1,8,48%[activator],-7%,5%,13%,-8%,-2%,-2%,-7%
O=C(NCc1ccco1)c1cccc(F)c1,4,?,-2%,23%,-24%,-3%,17%,-1%,-9%
CC(=O)Nc1ccc(/C=C(\C#N)C(=O)NC2CCCCC2C)cc1 (stereo not drawn),0,-7%,-7%,14%,-14%,-16%,4%,-2%,-22%
COCCNC(=O)COc1coc(CN2CCN(Cc3ccccc3)CC2)cc1=O,9,24%,-4%,0%,12%,i,64%[activator],0%,-10%
COc1ccc(Cl)cc1NC(=O)CN(C)CC(=O)N1CC(=O)Nc2ccccc21,-3,14%,-21%,.,11%,-1%,11%,.,.
C[C@@H](NC(=O)c1nc[nH]c1C(=O)NC1CCN(C(=O)OC(C)(C)C)CC1)c1ccccc1,.,15%,-13%,.,-2%,i,0%,.,.
C[C@]12CC[C@@H]3c4ccc(O)cc4CC[C@H]3[C@@H]1C[C@@H](O)[C@@H]2O[C@@H]1O[C@H](C(=O)O)[C@@H](O)[C@H](O)[C@H]1O,.,4%,-16%,10%,1%,-9%,14%,-5%,12%
CCOC(=O)c1ccc(NS(=O)(=O)c2cn(C)cn2)cc1,-5,?,-10%,27%,-4%,i,9%,1%,9%
CCC(C)NC(=O)Cn1c(=O)n(-c2cc(OC)cc(OC)c2)c(=O)c2ccccc21 (stereo not drawn),-6,22%,-6%,-8%,16%,i,.,-1%,2%
Cc1c(O)cc2c(c1O)C(=O)CC(c1ccccc1)O2 (stereo not drawn),.,?,-26%,?,-4%,-4%,?,-8%,-22%
O=C(Cn1ncc2c3ccccc3n(Cc3ccccc3F)c2c1=O)NCCc1ccc(Cl)cc1,3,7%,-10%,29%,-5%,7%,.,-1%,-6%
Cc1ccc2c(c1)/C(=C/c1ccccc1F)C(=O)N2,1,11%,-17%,2%,-9%,4%,1%,-3%,-1%
COc1ccc(C(=O)NNS(=O)(=O)c2ccccc2)cc1,-6,1%,-21%,-19%,-8%,-2%,1%,3%,-2%
CN1C(=O)c2ccccc2Sc2ccc(NC(=O)N3CCN(c4cccc(Cl)c4)CC3)cc21,-16,-20%,-8%,-2%,-7%,1%,.,-2%,6%
CCn1c(CNc2ccc(F)cc2)nnc1SCC(=O)Nc1ccc(OC)cc1,-6,17%,-27%,39%,-6%,-3%,0%,4%,-3%
CCN1C(=O)[C@@H]2[C@@H](c3ccc(-c4ccc5c(c4)OCO5)cc3)N3CCCC[C@@]3(C(=O)OC)[C@@H]2C1=O,.,-2%,-9%,.,-8%,2%,19%,.,.
COc1cc(/C=N/NC(=S)Nc2cccc(C(=O)O)c2)cc(OC)c1OC,3,2%,-16%,-21%,-9%,i,8%,-3%,-9%
Cn1c(C(C#N)C(=O)c2sc3ccccc3c2Cl)nc2ccccc21 (stereo not drawn),-32,-13%,-13%,17%,2%,.,0%,-6%,-10%
Cc1nc(CC(=O)NNS(=O)(=O)c2ccc3ccccc3c2)cs1,-8,2%,-28%,-2%,0%,1%,19%,4%,-9%

# Screening results (PubChem BioAssay)

# A portion of the library; the hit share may differ from the screen's.
